Screening results deposited in PubChem by National Center for Advancing Translational Sciences (NCATS).
N370S GC mod = inhibits or activates N370S mutant glucocerebrosidase. P04062. AID 2101. Potency, µM (highest dose often 59.4 µM), for inactives: at the top dose activity change, negative = inhibition, actives largely listed as inhibitors. actives 0.092% (n = 330,000). N370S GC spleen homogenate, 4MU-glucoside fluorescence;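 also: 0% = full enzyme activity and -100% = no enzyme basal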
FEN1 inh = human FEN1 inhibition. P39748. Recombinant FEN1 flap cleavage, fluorescence, 15 min. Potency, µM (titrated, usually from 114 µM), for the others: at the top dose activity change, negative = inhibition, hits mostly inhibitors. actives 0.35% (n = 390,000). AID 588795; also: nearly all actives have a fitted effect of over 65% in size
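Potency values derive from four-parameter Hill fits of normalized qHTS data. The reaction used 10 nM FEN1 preincubated 15 min at room temperature with compound, then 50 nM DNA substrate, read at 0 and 15 min.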
GCN5L2 inh = inhibitors of human GCN5L2 histone acetyltransferase; Q92830; GCN5L2 HAT assay, ThioGlo1 CoA-SH fluorescence; Potency, µM (highest dose often 58.9 µM), without a hit: top-dose activity change, negative = inhibition, actives largely listed as inhibitors; actives 0.21% (n = 390,000); AID 504327
Target sequence (Q92830 whole entry, looked up): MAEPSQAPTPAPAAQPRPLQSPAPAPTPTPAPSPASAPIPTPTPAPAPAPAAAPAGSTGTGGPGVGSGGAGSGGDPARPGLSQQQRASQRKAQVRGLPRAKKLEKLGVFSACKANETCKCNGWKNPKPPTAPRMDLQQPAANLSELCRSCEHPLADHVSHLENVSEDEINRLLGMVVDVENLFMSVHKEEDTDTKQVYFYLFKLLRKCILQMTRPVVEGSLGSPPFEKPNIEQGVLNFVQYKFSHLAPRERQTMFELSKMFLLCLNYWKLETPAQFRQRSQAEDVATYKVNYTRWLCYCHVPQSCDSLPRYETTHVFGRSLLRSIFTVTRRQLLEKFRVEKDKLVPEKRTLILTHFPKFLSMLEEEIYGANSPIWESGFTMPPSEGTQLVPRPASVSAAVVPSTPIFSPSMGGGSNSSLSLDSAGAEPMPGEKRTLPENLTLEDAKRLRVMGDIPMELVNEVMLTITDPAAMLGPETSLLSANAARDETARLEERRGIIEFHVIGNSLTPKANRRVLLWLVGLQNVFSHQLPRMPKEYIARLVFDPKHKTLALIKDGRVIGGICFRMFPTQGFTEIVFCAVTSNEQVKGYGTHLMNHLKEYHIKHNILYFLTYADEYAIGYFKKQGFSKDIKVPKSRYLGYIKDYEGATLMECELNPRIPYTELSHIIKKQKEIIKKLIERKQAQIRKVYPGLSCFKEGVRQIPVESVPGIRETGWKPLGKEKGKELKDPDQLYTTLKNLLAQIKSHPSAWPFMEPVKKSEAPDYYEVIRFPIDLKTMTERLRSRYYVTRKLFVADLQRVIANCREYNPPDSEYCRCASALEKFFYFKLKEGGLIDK
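qHTS, 1536-well. 20nM enzyme, pH 7.5 HEPES/EDTA/Tween-20 buffer; 15 min compound preinc., RT. Start: 75uM H3(1-25), 70uM AcCoA, 50uM ThioGlo1. Read Ex340/Em540 at t=0 (autofluorescence flag) and t=20 min.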
Numbers without * were called inactive; ? = inconclusive; / = not tested or not shown; & = joins results of further samples. Calls follow the shape of the dose curve; as a rule, active = well fitted curve in the direction sought with a large enough effect; inconclusive = small, poorly fitted or top-dose-only effect, or another doubt; inactive = no such curve, though single readings can be large; an effect the other way counts as inactive or inconclusive. Unless noted, % is scaled to controls: 0 for no effect and ±100 for the full control effect; potency is read from the fitted curve at half-maximal effect.

cpd | mol | N370S GC mod | FEN1 inh | GCN5L2 inh
1 | CN1CCN(C(=O)/C(=C/c2cccs2)NC(=O)c2ccco2)CC1 | -3% | 13% | 8%
2 | CC1(C)Cc2c(sc3ncnc(N)c23)CO1 | -6% | 6% | -13%
3 | O=C(CSc1n[nH]c(C2CCCC2)n1)NC1CCCC1 | -3% | 0% | 0%
4 | Cc1cc(=O)n2nc(N3CCC(C(=O)Nc4ccc(Br)cc4F)CC3)sc2n1 | / | -7% | -5%
5 | COc1ccc(N(CC(=O)Nc2c(C)n(C)n(-c3ccccc3)c2=O)S(=O)(=O)c2ccc(C)cc2)cc1 | 1% | 12% | -22%
6 | Cc1cccc(Cc2nnc(CCC(=O)NCc3cn4ccccc4n3)o2)c1 | 3% | 16% | 0%
7 | CCOC(=O)c1cccc(NC(=O)CCNS(=O)(=O)c2cccc3nonc23)c1 | -4% | 11%&8% | -7%&-7%
8 | Cc1ccc(-c2ccc(=O)n(CC(=O)NCCCN3CCCCC3C)n2)cc1 (stereo unspecified) | -1% | -2% | -16%
9 | Cc1cccc(CSc2ccc3nnc(-c4cccnc4)n3n2)c1 | -3% | -11% | 0%
10 | Cn1c(=O)oc2cc(S(=O)(=O)NC(Cc3ccccc3)C(=O)NCc3ccccc3Cl)ccc21 (stereo unspecified) | / | 5% | 0%
11 | Cn1c(N)c(C(=O)COC(=O)/C=C/c2ccc(F)cc2)c(=O)n(C)c1=O | / | 1% | -1%
12 | CCN(c1ccc(OC)cc1)S(=O)(=O)c1ccc2c(c1)CCN2C(=O)CCC(=O)O | 0% | -3% | 2%
13 | COc1ccc(Br)cc1CNC(=O)c1ccc2c(c1)nc1n2CCCCC1 | / | 11% | -7%
14 | CCOc1ccccc1C(=O)N1CCCCC1C (stereo unspecified) | 10% | -7% | -10%
15 | CCCC(=O)NCc1nc2ccccc2n1CC(=O)c1ccccc1 | 1% | -12% | -4%
16 | CC(=O)Nc1ccc(S(=O)(=O)N/N=C/c2ccc(C)o2)cc1 | -5% | 19% | 1%
17 | CCCc1nc(SCC(=O)N2CCc3ccccc32)c2c(=O)n(C)c(=O)n(C)c2n1 | -2% | / | -13%
18 | CCC1CC(C)(C(=O)Nc2ccc(S(N)(=O)=O)cc2)OC1=O (stereo unspecified) | 4% | 3% | -3%
19 | CC(C)Oc1ccc(S(=O)(=O)N2CCOCC2)cc1NC(=O)c1cc([N+](=O)[O-])ccc1N1CCOCC1 | -26% | -4% | -10%
20 | Cc1ccc(C)c(/C(O)=C2/C(=O)C(=O)N(CCN3CCOCC3)C2c2ccc(C)o2)c1 (stereo unspecified) | 2% | -16% | 0%
21 | COc1cc2ccccc2cc1C(=O)N(CCN(C)C)c1nc2c(C)cccc2s1 | ? | 16% | -5%
22 | COc1ccccc1NC(=O)CSc1sc2c(O)cc(=O)[nH]c2c1C#N | -2% | 50µM* | -16%
23 | CCN1C(=NCCc2cccnc2)N[C@@H](c2ccccc2)[C@H](C(=O)OC)[C@H]1C | -16%&-11% | 13% | ?
24 | CCOC(=O)c1cnn(-c2ccc(C(=O)Nc3ccc(OC(F)(F)F)cc3)cc2)c1N | / | 0% | 1%
25 | COC(=O)C1CCN(C(=O)C23CCC(C)(C(=O)O2)C3(C)C)CC1 (stereo unspecified) | 10% | 0% | -15%
26 | COc1ccc(OC)c(NC(=O)c2nc3ccccc3s2)c1 | 9% | -15% | -8%
27 | CCCCN(C(=O)C1CCCC1)c1c(N)n(CCC)c(=O)[nH]c1=O | 5% | -1% | -3%
28 | CCCN(CCC)CCNC(=O)c1cc2c(=O)oc3ccc(C)cc3c2s1 | / | -13% | -2%
29 | O=[N+]([O-])c1ccccc1CS(=O)(=O)c1ccccc1 | -1% | -17% | -14%
30 | COc1ccccc1NS(=O)(=O)c1cccc(C(=O)OCC(=O)NC2CC2)c1 | 0% | 0% | -8%
31 | COc1ccccc1NC(=O)Cc1csc(N)n1 | -1% | -4% | -3%
32 | COC(=O)c1ccc2oc(=O)c(S(=O)(=O)c3ccc(C)cc3)cc2c1 | / | 14% | -6%
33 | Cc1ccccc1-c1cc(C(=O)NCc2ccc(OC(F)(F)F)cc2)n(CC2CC(c3cccnc3)=NO2)n1 (stereo unspecified) | / | -10% | -13%
34 | CN(C(=O)COC(=O)c1cccc(S(=O)(=O)N2CCOCC2)c1)C1CCS(=O)(=O)C1 (stereo unspecified) | -5% | -2% | -7%
35 | COc1cccc(C(=O)Nc2ccc3c(c2)OCO3)c1OC | -4% | -1% | -3%
36 | CC(=O)Nc1ccc(Oc2cc(C#N)c(C#N)cc2N2CCCCCC2)cc1 | 5% | -6% | 3%
37 | Cc1sc2nc(SCCN(C)C)n(-c3ccccc3)c(=O)c2c1-c1ccc(F)cc1 | -19% | -7% | 2%
38 | CCN(c1ccc(NC(=O)COC(=O)/C=C/c2cccs2)cc1)C(C)C | -4% | -4% | -14%
39 | Cc1ccc(S(=O)(=O)N(C)C)cc1-n1c(SCC(=O)Nc2ccc(F)c(F)c2F)nc2ccccc2c1=O | ? | -2% | -3%
40 | Cn1c(=O)[nH]c(=O)c2c1nc1n2CC(O)CN1c1ccccc1 (stereo unspecified) | -13% | -7% | 7%
41 | Cc1nn(C(C)C(=O)N2CCOCC2)c(=O)c2nn(-c3ccccc3)c(C)c12 (stereo unspecified) | -1% | -6% | 4%
42 | COc1ccc(-c2cc(C(=O)OCC(=O)c3cccc(OC)c3)c3cccc(Cl)c3n2)cc1 | / | 1% | -6%
43 | O=S(=O)(NC1CCCC1)c1ccc(S(=O)(=O)N2CCc3ccccc32)cc1 | 2% | 5% | -8%
44 | Cc1ccnc(NC(c2cc(C)ccc2O)c2ccc3cccnc3c2O)c1 (stereo unspecified) | / | -4% | -6%
45 | CN(C)C(=S)Nc1ccc2ccccc2c1 | 3% | -6% | -14%
46 | COc1ccc(Cl)cc1C(=O)Nc1ccc(N(C)C(C)=O)cc1 | / | -5% | -5%
47 | Nc1nc(SCc2c(F)cccc2Cl)[nH]c(=O)c1-c1ccccc1 | 5% | -7% | -8%
48 | CCCCCc1c(C)c(C#N)c2nc3ccccc3n2c1-n1ccnc1C | 2% | 9% | 3%
49 | COc1ccc(Cl)cc1NC(=O)CN(C)C(=O)c1cc(-c2ccncc2)nc2ccccc12 | -26% | 10% | -9%
50 | CCOc1cc(Br)cc(C2NC(=O)c3c(sc4c3CCN(C)C4)N2)c1O (stereo unspecified) | / | -10% | -1%
51 | COc1ccc(/C=C2\SC(=O)N(CC(=O)Nc3ccccc3O)C2=O)cc1OC | -7% | 12% | -1%
52 | Cn1c(SCc2cccc(F)c2)nnc1-c1ccncc1 | 1% | 6% | -1%
53 | CC1CCN(Cc2nc3c(c(=O)n(C)c(=O)n3C)n2CCCc2ccccc2)CC1 | -3% | -7% | 1%
54 | O=C(Nc1cccc(NC(=O)c2cccs2)c1)c1cccnc1 | -1% | 4% | -2%
55 | CCOC(=O)C1CCN(C(=O)c2cccc(NC(=O)C(CC)CC)c2)CC1 | -2% | -8% | -4%
56 | COc1cccc(C2C(C(=O)Nc3nc4ccccc4s3)=C(C)NC3=C2C(=O)CC(C)(C)C3)c1OC (stereo unspecified) | 8% | 3% | -19%
57 | Cc1ccc(NC(=O)CN2C(=O)NC3(CCCCCCC3)C2=O)cc1C | / | -4% | -11%
58 | O=C(C1CC1)N1CCCC(c2ccc(Cl)cc2)=N1 | 4% | 0% | -9%
59 | CCOC(=O)CC1=NN(c2ccccc2)C(=O)/C1=C\c1ccc(N(C)C)cc1 | 6% | -29% | 2%
60 | CCOC(=O)CN(Cc1ccccc1)C(=O)OC(C)(C)C | 2%&2% | 16% | -7%

(further entries)
cpd | mol | N370S GC mod | FEN1 inh | GCN5L2 inh
61 | Cc1ccc(Cl)cc1NC(=O)c1ccc(NC(=O)CCC(=O)O)cc1 | -7% | -1% | -1%
62 | COCC(=O)Nc1c(C(=O)Nc2cccc(OC)c2)oc2ccccc12 | -1% | -8% | 2%
63 | CC/C=C\C/C=C\C/C=C\CCCCCCCCCCCC(=O)O | 2%&2% | / | 11%
64 | CC(=O)c1ccc(NC(=O)c2cc3nc4c(c(C(F)(F)F)n3n2)CCCC4)cc1 | 2% | / | 1%
65 | O=C(CSc1nnc2ccccn12)NC(=O)c1cccc([N+](=O)[O-])c1 | / | 0% | 0%
66 | Cc1nc(C)c(C(=O)NCc2ccc(Cl)cc2)o1 | 2% | 15% | 1%
67 | CCCCNc1ccc(-c2nc(-c3ccncc3)no2)cc1[N+](=O)[O-] | / | 7% | -1%
68 | O=C(c1ccc(F)cc1)C(CCCCCC(CN1CCOCC1)C(=O)c1ccc(F)cc1)CN1CCOCC1 (stereo unspecified) | -10% | -22% | -3%
69 | Cc1ccc(C(=O)NCc2ccc(N3CCN(C)CC3)cc2)cc1C | -1% | -9% | -1%
70 | Cc1cc(O)cc(=O)n1Cc1ccco1 | 6% | 11% | -3%
71 | CC(C)(C)OC(=O)NCCCCCc1nnc(SCC(N)=O)o1 | 6% | -1% | -5%
72 | CCOc1ccc(-n2c(C)nc3cc(C(=O)NCCCN4CCOCC4)ccc32)cc1 | 6% | -7% | -2%
73 | Cc1csc(NC(=O)CSc2nccn2Cc2ccco2)n1 | 0% | 18% | -2%
74 | Cc1cccc(CNC(=O)C2CCN(c3nn4cc(-c5ccc(F)cc5)nc4s3)CC2)c1 | / | 17% | 1%
75 | COc1ccc(C(=O)NCc2csc(-c3cccs3)n2)cc1 | -3% | -5% | -3%
76 | CCN(CC(=O)Nc1ccc(NC(C)=O)cc1)C(=O)CCCc1nc2ccccc2c(=O)[nH]1 | -2% | 1% | 0%
77 | Cc1cc(=O)n2c(n1)OC(CO)C2 (stereo unspecified) | -13% | 27% | 2%
78 | O=C(CSc1ccc(-c2cccc([N+](=O)[O-])c2)nn1)N1CCCCC1 | -3% | -4% | -2%
79 | CCC(C)(C)n1nnnc1C(c1ccccc1F)N1CCN(C(=O)c2ccco2)CC1 (stereo unspecified) | 1% | 2% | -6%
80 | COC(=O)c1ccc(NC(=O)c2ccc(CN3CCOCC3)cc2)cc1 | -2% | 1% | 0%
81 | Cc1ccc(C(=O)N2CCN(c3ccc(NC(=O)COc4ccccc4C)cc3)CC2)cc1 | -4% | -8% | -10%
82 | Cc1ccc(/C(N)=N/OC(=O)CCC2CCCC2)cc1 | 27% | -3% | -1%
83 | CCOc1ccc(Nc2cc(C)nc3nc(Cc4ccc(Cl)cc4)nn23)cc1 | / | 7% | -7%
84 | O=C(Cn1nnc2ccccc21)N1CCCCC1 | 5% | 6% | -3%
85 | Cn1cnc([N+](=O)[O-])c1SCC(O)CCl (stereo unspecified) | -7% | -6% | 1%
86 | Cc1cc(C)cc(NC(=O)CSc2n[nH]c(-c3cccnc3)n2)c1 | -2% | -5% | -3%
87 | O=C(COC(=O)c1ccc(F)cc1Cl)NC1CCCCCCC1 | / | -6% | -4%
88 | CC(=O)N1c2ccc(S(=O)(=O)NCCC(=O)Nc3ncccc3C)cc2CC1C (stereo unspecified) | -5% | 5% | -5%
89 | OCC(O)C(O)[C@H](O[C@H]1OC(CO)C(O)C(O)C1O)[C@H](O)CO (stereo partly specified) | -8% | / | -3%
90 | COc1ccccc1CNC(=O)c1cc(=O)c2ccccc2o1 | -2% | -5% | ?
91 | C[C@]12CCC(=O)CC1CCC1C2CC[C@@]2(C)C1CC[C@@]21CCO1 (stereo partly specified) | -14% | 6% | -17%
92 | Cc1cc(C)c(C(=O)NCCCN2CCOCC2)c(C)c1 | 0% | -7% | -5%
93 | O=[N+]([O-])c1ccc(Sc2cc[n+]([O-])c3ccccc23)c([N+](=O)[O-])c1 | -7% | -6% | 1%
94 | NC(=S)Nc1ccc2cn[nH]c2c1 | -5% | 6% | -3%
95 | COc1ccc(NS(=O)(=O)c2ccc(C)c(C(=O)NC3CCN(Cc4ccccc4)CC3)c2)cc1 | -5% | -4% | -1%
96 | COc1ccc(Cn2nnnc2C(c2ccc(N(C)C)cc2)N2CCC(C(N)=O)CC2)cc1 (stereo unspecified) | -20% | -9% | -3%
97 | Cn1cc(-c2nc3cnc(N4CCOCC4)nc3n(CCC#N)c2=O)c2ccccc21 | 0% | / | -7%

6 of the compounds above, with two lines to a compound:
The line under a structure holds: N370S GC mod | FEN1 inh | GCN5L2 inh
85. Cn1cnc([N+](=O)[O-])c1SCC(O)CCl (stereo unspecified)
 : -7% | -6% | 1%
86. Cc1cc(C)cc(NC(=O)CSc2n[nH]c(-c3cccnc3)n2)c1
 : -2% | -5% | -3%
87. O=C(COC(=O)c1ccc(F)cc1Cl)NC1CCCCCCC1
 : / | -6% | -4%
88. CC(=O)N1c2ccc(S(=O)(=O)NCCC(=O)Nc3ncccc3C)cc2CC1C (stereo unspecified)
 : -5% | 5% | -5%
89. OCC(O)C(O)[C@H](O[C@H]1OC(CO)C(O)C(O)C1O)[C@H](O)CO (stereo partly specified)
 : -8% | / | -3%
90. COc1ccccc1CNC(=O)c1cc(=O)c2ccccc2o1
 : -2% | -5% | ?

An excerpt, so the mix of outcomes need not match the whole.
